# From PubChem BioAssay
# PME-1 inh: blocks human protein phosphatase methylesterase 1; inhibition, % at 5.9 µM; actives 0.53% (n = 320,000); recombinant PME-1, FP-Rh probe fluorescence polarization;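 active means inhibition above the campaign mean of all compounds plus 3 SD, cut at about 26% in these data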;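 further: competitive labeling of PME-1 active site by serine hydrolase directed probe; 0% = PME-1 with DMSO and 100% = wells lacking PME-1 enzyme; inhibitors block probe labeling so polarization falls and inhibition rises; many of its hits are not listed in these tables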
# PAFAH1B3 FP inh: PAFAH1B3 (human) inhibition; recombinant PAFAH1B3, FP-rhodamine probe, fluorescence polarization; inhibition, % at 3.39 µM; actives 0.28% (n = 340,000); AID 492972;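 active means inhibition above the screen-wide average of all tested compounds plus 3 SD, cut at about 25% in these data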;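 further: 0% = enzyme with DMSO only and 100% = wells lacking PAFAH1B3 protein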
# Target sequence (Q15102 whole entry, looked up): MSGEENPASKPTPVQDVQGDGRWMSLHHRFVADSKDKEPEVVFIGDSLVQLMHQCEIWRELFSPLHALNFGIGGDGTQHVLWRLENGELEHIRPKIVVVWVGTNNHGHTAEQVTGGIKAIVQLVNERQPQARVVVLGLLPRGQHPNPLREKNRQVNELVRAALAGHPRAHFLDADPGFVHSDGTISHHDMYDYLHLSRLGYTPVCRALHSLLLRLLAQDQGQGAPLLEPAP
# PREPL inhibitor: inhibitors of human prolyl oligopeptidase-like enzyme PREPL | actives 0.68% (n = 320,000) | inhibition, % at 5.96 µM | Q4J6C6 | recombinant PREPL, fluorescence polarization activity-based probe; in the data active means inhibition above about 43%;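 further: 0% = enzyme with DMSO and 100% = wells lacking enzyme; many of its hits are not listed in these tables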
# PAD4 FP inh: inhibitors of human PAD4 | recombinant PAD4, RCA probe fluorescence polarization | inhibition, % at 6.36 µM | actives 0.41% (n = 330,000) | AID 485272;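 active means percent inhibition above a cutoff equal to the mean of all tested compounds plus 3 SD, cut at about 15% in these data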;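 further: 0% = PAD4 with RCA probe and DMSO and 100% = probe without PAD4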
# pPAFAH FP inh: inhibitors of human plasma PAF acetylhydrolase (pPAFAH); Q13093; recombinant pPAFAH, FP-rhodamine probe fluorescence polarization; inhibition, % at 3.39 µM; actives 1.5% (n = 330,000); AID 463082;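 active means inhibition above the mean inhibition across the screen plus 3 SD, cut at about 25% in these data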;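 further: inhibitors block binding of the rhodamine activity-based probe so polarization drops; 0% = enzyme with DMSO and 100% = wells lacking pPAFAH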
# Target sequence (Q13093 whole entry, looked up): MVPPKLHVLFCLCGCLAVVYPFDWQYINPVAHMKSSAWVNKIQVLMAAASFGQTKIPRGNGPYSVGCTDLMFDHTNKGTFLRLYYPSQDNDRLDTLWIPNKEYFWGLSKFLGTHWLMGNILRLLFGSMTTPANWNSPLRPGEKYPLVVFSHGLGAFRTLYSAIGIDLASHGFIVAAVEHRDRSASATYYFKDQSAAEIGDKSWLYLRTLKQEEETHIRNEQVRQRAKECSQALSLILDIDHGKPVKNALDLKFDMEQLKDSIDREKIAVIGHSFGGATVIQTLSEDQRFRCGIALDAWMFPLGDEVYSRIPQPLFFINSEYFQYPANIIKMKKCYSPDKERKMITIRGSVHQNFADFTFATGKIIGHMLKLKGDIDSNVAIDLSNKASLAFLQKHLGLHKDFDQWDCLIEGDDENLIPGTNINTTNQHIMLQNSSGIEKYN
# LYPLA2 inh: counter-screen for PME1 inhibitors: inhibitors of human LYPLA2; recombinant LYPLA2, FP-Rh probe fluorescence polarization; inhibition, % at 5.9 µM; actives 0.38% (n = 320,000);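 active means inhibition above the screen-wide mean plus 3 SD, limit set per campaign, cut at about 26% in these data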;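 further: 0% = LYPLA2 with DMSO and 100% = wells lacking LYPLA2 enzyme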
# GSTO1 inh: counter-screen for RBBP9 inhibitors: inhibitors of human GSTO1 | actives 1.1% (n = 300,000) | inhibition, % at 5.96 µM | recombinant GSTO1, activity-based probe fluorescence polarization;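 active means inhibition above the campaign mean inhibition plus 3 SD, cut at about 35% in these data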;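 further: 0% = GSTO1-1 with DMSO and 100% = wells lacking GSTO1-1 enzyme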
# PAFAH1B2 inh: inhibitors of human PAFAH1B2. P68402. recombinant PAFAH1B2, FP-rhodamine activity probe, fluorescence polarization. inhibition, % at 3.39 µM. actives 1.2% (n = 340,000). AID 492953;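 active means inhibition above the mean of all tested compounds plus 3 SD, cut at about 24% in these data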;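 further: 0% = enzyme with DMSO and 100% = wells lacking PAFAH1B2; many of its hits are not listed in these tables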
# Target sequence (P68402 whole entry, looked up): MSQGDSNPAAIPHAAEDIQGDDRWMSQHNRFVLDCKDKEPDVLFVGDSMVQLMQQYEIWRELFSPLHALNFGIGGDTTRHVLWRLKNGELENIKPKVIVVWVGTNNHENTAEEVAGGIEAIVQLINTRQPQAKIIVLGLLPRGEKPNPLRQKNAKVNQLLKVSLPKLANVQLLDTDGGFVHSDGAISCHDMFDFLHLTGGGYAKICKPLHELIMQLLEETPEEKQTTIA
# LYPLA1 inh: LYPLA1 (human) inhibition in PME1 counter-screen; O75608; recombinant LYPLA1, FP-Rh probe fluorescence polarization; inhibition, % at 5.9 µM; actives 0.16% (n = 320,000);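 active means inhibition above the mean of all tested compounds plus 3 SD, set per campaign, cut at about 14% in these data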;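 further: inhibitors block serine hydrolase probe labeling of LYPLA1 so polarization falls; 0% = enzyme with DMSO and 100% = wells lacking LYPLA1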
# Starred values were filed as active, the others as inactive; . = not tested or not shown. A portion of the library (hit frequency here may not be typical).
SMILES,PME-1 inh,PAFAH1B3 FP inh,PREPL inhibitor,PAD4 FP inh,pPAFAH FP inh,LYPLA2 inh,GSTO1 inh,PAFAH1B2 inh,LYPLA1 inh
O=C(/C=C/c1ccco1)Nc1cccnc1,3,10,3,1,9,10,-2,1,9
COCCNC(=O)C(c1ccncc1)N(C(=O)Cn1nnc2ccccc21)c1ccc(OC)cc1 (configuration not stated),-5,13,5,16*,2,5,15,3,6
COc1ccc(-n2ccnc2CN2CCN(C3CCCC3)C(CCO)C2)cc1 (configuration not stated),-4,5,12,5,6,5,-4,1,3
S=C(Nc1ccc(Cl)c(Cl)c1)NN1CCOCC1,2,8,-3,-1,6,-1,6,-1,-2
Cc1c(Cl)cccc1Nc1nc(N)nc(CN2CCCCCC2)n1,-5,0,34,0,5,-7,13,3,-1
CC1CCCC(NC(=O)CSc2nnc(-c3cccnc3)n2N)C1C (configuration not stated),.,0,9,-7,5,.,.,4,.
CCN(CC(=O)Nc1ccc(OC)cc1)C(=O)CCc1nc2ccccc2c(=O)[nH]1,-2,4,16,2,-2,2,-1,7,4
Cc1ccc(S(=O)(=O)N2CCCCC2)cc1NC(=O)Cn1cc(C(F)(F)F)ccc1=O,2,-7,6,-2,-1,-3,.,0,-1
Cc1onc(-c2ccccc2)c1C(=O)Nc1c(C)n(C)n(-c2ccccc2)c1=O,0,10,4,-3,-2,9,0,3,8
CCn1nnc(-c2ccccc2NC(=O)c2ccc(-n3cnnn3)cc2)n1,-6,4,-18,1,-5,0,4,-3,1
Cc1cc(C)c(S(=O)(=O)c2cccc(C(F)(F)F)c2)c(=O)[nH]1,0,5,8,4,4,4,8,7,6
NC(=O)c1nc(-c2ccco2)nc2c1[nH]c(=O)n2-c1ccc(Cl)c(Cl)c1,-6,-10,7,3,3,-12,5,-1,-4
COc1ccc2[nH]cc(CCNC(=O)Cc3ccc(Br)cc3)c2c1,3,8,13,-4,9,-4,3,16,-2
CN(C)S(=O)(=O)c1cc(NC(=O)CN2CCN(c3ccc(O)cc3)CC2)ccc1Cl,3,5,9,-4,15,-1,12,4,-1
Cc1cc(C)c(C#N)c(N2CCN(c3ccccc3F)CC2)n1,6,6,3,-3,6,-2,2,4,-2
CC(=O)c1cccc(CN2CCN(CCc3ccccc3)C(CCO)C2)c1 (configuration not stated),6,3,4,-3,0,0,6,-1,-2
O=C(CSCc1ccccc1F)NCc1ccc(F)cc1,4,-8,11,-4,-2,6,-3,0,4
CC(=O)NC(CC(=O)NC1CCCCCC1)c1ccccc1 (configuration not stated),-6,10,8,7,1,1,7,12,1
CC1CCCC(C)N1NC(=O)Cc1ccccc1 (configuration not stated),-5,7,-9,-3,2,-2,-4,-4,2
COc1ccc(NC(=O)c2ccc(NS(=O)(=O)c3c(C)noc3C)cc2)cc1OC,-1,3,6,-8,-6,-1,-6,6,3
C/C(=N\Nc1nc(C)cc(-c2ccccc2)n1)c1ccc(C)o1,4,4,18,-4,7,-5,5,6,2
CCC(C)N(C(=O)CSc1nnc(COc2ccccc2F)n1N)C1CCS(=O)(=O)C1 (configuration not stated),2,-1,0,1,-4,6,-1,3,-2
Cc1ccccc1Nc1c(-c2ccc(N3CCOCC3)cc2)nc2cnccn12,3,8,4,-1,6,4,13,4,-1
Cc1cc(C(=O)Nc2cccc3c2O[C@H](CN(C)CC2CC2)[C@@H](C)CN([C@H](C)CO)C3=O)n(C)n1,.,14,15,4,-2,.,.,9,.
CCCc1cc(=O)oc2cc(C)cc(OCC(=O)NCC(O)c3ccccc3)c12 (configuration not stated),4,4,-7,3,0,6,4,-2,-1
O=C1CCN(Cc2ccc(Cl)cc2)N1,6,0,3,-1,0,-6,-2,5,-3
O=c1c(N2CCOCC2)c(N2CCOCC2)c1=O,1,8,1,1,7,-4,-2,5,0
COCCCNC(=S)N1CCC(C(=O)c2ccc3c(c2)OCCO3)CC1,-7,-3,6,-4,-2,3,11,8,-2
CCN(CC)c1ccc(C(=O)OCC(=O)N2CCCC2)cc1,-5,3,7,-1,11,8,12,0,-1
COc1ccc(C(=O)Oc2ccc(N(C)S(=O)(=O)c3ccccc3)cc2)cc1[N+](=O)[O-],1,0,7,-6,10,0,-2,4,-1
Cc1ccc(C)c(Cn2c(=O)n(CCC(=O)NCc3ccco3)c(=O)c3ccccc32)c1,0,3,-6,-2,-10,12,-8,-3,7
COc1cc(/C=C2\NC(=S)N(C)C2=O)ccc1O,-12,3,-17,-1,0,-12,-11,5,-4
CCOC(=O)C1CCN(C(=O)CCC(=O)NNc2nc3ccccc3c3nc(C)nn23)CC1,2,3,1,0,1,9,3,5,0
O=C1[C@@H]2[C@@H]3C[C@@H]([C@H]4ON=C(c5ccc(Cl)cc5)[C@@H]34)[C@@H]2C(=O)N1C1CCCCC1,4,12,4,-2,4,-6,-3,3,-1
Cc1cc(C)nc(N/N=C/c2ccccc2Cl)n1,6,.,6,2,4,6,0,.,2
Cn1c(-c2cccc([N+](=O)[O-])c2)cnc1NCc1ccc(C#N)cc1,3,3,19,-3,2,-1,11,6,-2
Cc1ccccc1NC(=O)Nc1nc2ccc(S(C)(=O)=O)cc2s1,-15,-5,-1,4,5,-21,-6,-4,-10
Cn1c(=NC(=O)C(C)(C)C)sc2cccc(F)c21,3,-5,10,-1,-1,4,-2,1,4
Cc1nnc(SCC(=O)N2CCN(c3cccc(Cl)c3)CC2)n1C1CC1,4,2,22,-1,3,6,.,-4,2
O=C(Nc1c2c(nn1-c1ccc(F)cc1)CS(=O)C2)c1ccc(S(=O)(=O)N2CCOCC2)cc1 (configuration not stated),-5,5,3,-7,-4,7,2,26*,2
Cc1nnc2sc(-c3ccco3)nn12,2,3,6,0,1,-2,3,-3,1
CCOc1ccccc1NC(=O)C1CCCN1C(=O)OCc1ccccc1 (configuration not stated),-3,-3,-3,-2,-4,1,9,2,-3
Cc1ccccc1-n1c(=O)c(C#N)cc2c(=O)n3ccccc3nc21,0,6,3,4,9,14,-3,5,3
O=C(O)C1(NS(=O)(=O)c2ccc(F)c(Cl)c2)CCCCC1,3,-5,4,-2,-1,2,6,2,-3
O=C(c1ccncc1)N1CCCC(N2CCN(c3ccc(F)cc3)CC2)C1 (configuration not stated),-1,1,-3,-2,3,-6,1,-4,-3
Cc1ccc(C(=O)NNC(=O)c2ccncc2)cc1S(=O)(=O)N1CCCCC1,2,7,-6,-3,1,-3,5,2,-1
O=C(NCCN1CCOCC1)c1cc(Br)ccc1Cl,1,3,12,4,-6,-4,6,-3,-4
NC(=O)c1ccc(NC(=O)COC(=O)CNC(=O)c2sc3ccccc3c2Cl)cc1,9,6,-45,0,0,6,.,3,0
CCOC(=O)C1=C(C)S/C(=C\N(C)C)C1=O,-7,6,0,-5,9,4,2,-2,-2
CC(C)OC(=O)CSc1nnc(-c2ccccn2)n1N,3,.,6,-1,5,0,-5,.,0
Cc1cc(C)n2c(SCC(=O)N(C)C3CCCCC3)nnc2n1,0,10,2,0,1,-2,-6,4,-1
C=CCn1c(O)c(N=Nc2nc3ccccc3c(=O)n2-c2ccccc2)c2ccccc21,3,0,8,-3,1,2,0,-1,1
CCc1ccc(-n2c(=O)c3c(C)c(C(=O)N(C)C)sc3n(CC(=O)NCc3ccco3)c2=O)cc1,5,6,2,3,0,-2,6,4,0
C=CCOC(=O)C(C#N)c1nc2ccccc2nc1N1CCN(Cc2ccccc2)CC1 (configuration not stated),0,1,1,-6,2,-5,-3,3,3
CSCCC(NC(=O)c1cc([N+](=O)[O-])cc([N+](=O)[O-])c1)c1nc2ccccc2[nH]1 (configuration not stated),10,12,-2,-5,-2,-7,3,1,-4
CC1(C)CC(CCNS(=O)(=O)c2ccccc2)(c2ccccc2)CCO1 (configuration not stated),-1,4,3,-5,13,0,12,1,-1
CCOC(=O)C1CCN(C(=O)CCCn2nc(C)c3c(C)n(-c4ccc(C)cc4)nc3c2=O)CC1,-1,8,16,-2,7,1,-5,3,2
Cc1cc(C(=O)OCC(=O)Nc2cccc(S(=O)(=O)N(C)C)c2)c2ccccc2n1,1,2,-8,2,3,1,-7,4,-1
CC1CCN(CCNC(=O)c2ccc(NC(=O)C3CCCO3)cc2)CC1 (configuration not stated),3,12,10,-2,2,6,-4,-8,3
COc1cc(CNCCCCO)ccc1OCc1ccccc1F,-3,0,10,-7,-10,5,-6,9,0

# The list goes on.
SMILES,PME-1 inh,PAFAH1B3 FP inh,PREPL inhibitor,PAD4 FP inh,pPAFAH FP inh,LYPLA2 inh,GSTO1 inh,PAFAH1B2 inh,LYPLA1 inh
CCCCNC(=O)Nc1c(C)cc(SC#N)cc1C,-4,-4,4,39*,-6,2,12,-1,-2
NNC(=O)c1sc(-c2ccccc2)cc1N,2,9,41,4,8,1,0,3,-2
Cc1ccc2ccc3cccnc3c2n1,3,7,5,2,6,1,-1,0,0
Cc1[nH]nc(SCC(=O)N(C)c2ccccc2)c1[N+](=O)[O-],-7,11,7,-6,0,-7,-2,3,1
Cc1cc(C)c2c3c(cn2n1)c(=O)n(C)c(=O)n3C,2,1,2,1,4,-1,-4,-3,-1
Cc1cc(C)n(CCNC(=O)CC2C(=O)NCCN2CC2CCCCC2)n1 (configuration not stated),3,-8,11,-6,5,6,0,2,2
O=C(O)CN1CCN(Cc2ccccc2Cl)C1=O,-2,-2,5,1,1,-3,5,-2,1
COc1ccc(Cc2nnc(NC(=O)C3CC(=O)N(c4ccccc4C)C3)s2)cc1OC (configuration not stated),2,8,-19,-4,4,-2,3,3,0
O=C(CSCc1cccc(CSCC(=O)Nc2ccc3ccccc3c2)n1)Nc1ccc2ccccc2c1,14,14,-31,2,1,-1,-33,11,-15
COc1ccc(C2CC(O)(c3ccccc3)Oc3c(C)ccc(C)c32)cc1 (configuration not stated),.,-9,-6,-2,-3,.,.,-4,.
COc1ccc(S(=O)(=O)NCC(c2ccc(C)cc2)N2CCN(C)CC2)cc1 (configuration not stated),5,12,-12,0,5,5,-6,-1,1
CCOC(=O)C1CCN(S(=O)(=O)c2ccc(NC(C)=O)c(Cl)c2)CC1,-3,10,-6,-4,3,7,-1,5,3
Oc1c(C=Nc2ccccc2)sc2ccccc12,1,7,-5,3,4,1,5,1,-1
CCSC1=C(C#N)C(c2ccccc2OC)CC(=O)N1 (configuration not stated),-5,2,-7,-1,3,-6,5,-1,1
COc1ccc(OCCCC(=O)Nc2nc(C)c(C(C)=O)s2)cc1,2,8,17,3,0,2,5,5,-4
CCOC(=O)C1Cc2c([nH]c3ccccc23)C(C)N1 (configuration not stated),3,11,-2,-1,0,9,2,6,3

# Quoted at random: 6 records from the list.
SMILES,PME-1 inh,PAFAH1B3 FP inh,PREPL inhibitor,PAD4 FP inh,pPAFAH FP inh,LYPLA2 inh,GSTO1 inh,PAFAH1B2 inh,LYPLA1 inh
O=C1[C@@H]2[C@@H]3C[C@@H]([C@H]4ON=C(c5ccc(Cl)cc5)[C@@H]34)[C@@H]2C(=O)N1C1CCCCC1,4,12,4,-2,4,-6,-3,3,-1
CC1CCCC(NC(=O)CSc2nnc(-c3cccnc3)n2N)C1C (configuration not stated),.,0,9,-7,5,.,.,4,.
C/C(=N\Nc1nc(C)cc(-c2ccccc2)n1)c1ccc(C)o1,4,4,18,-4,7,-5,5,6,2
NC(=O)c1nc(-c2ccco2)nc2c1[nH]c(=O)n2-c1ccc(Cl)c(Cl)c1,-6,-10,7,3,3,-12,5,-1,-4
Oc1c(C=Nc2ccccc2)sc2ccccc12,1,7,-5,3,4,1,5,1,-1
Cn1c(=NC(=O)C(C)(C)C)sc2cccc(F)c21,3,-5,10,-1,-1,4,-2,1,4
